Pf growth 96h: Primary qHTS for delayed death inhibitors of the malarial parasite plastid, 96 hour incubation; P. falciparum luciferase reporter growth, 96 h; Potency, µM (doses to about 28.7 µM), without a hit: at the top dose activity change, negative = inhibition, hits mostly inhibitors; 6.9% of 320,000 active; note: potency is the fitted concentration of half-maximal effect; % is set by controls: 0 for no effect and ±100 for the full control effect
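P. falciparum expressing integrated firefly luciferase, in erythrocytes at 2% hematocrit, 0.05% parasitemia, incubated with compounds 96 h at 37 C, 5% CO2. Growth inhibition read as loss of luminescence; two-generation exposure targets delayed-death apicoplast inhibitors.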
Pf growth 48h: Primary qHTS for delayed death inhibitors of the malarial parasite plastid, 48 hour incubation. P. falciparum luciferase growth in erythrocytes, 48 h. 5.9% of 310,000 active. Potency, µM (highest dose often 28.7 µM), for inactives: at the top dose activity change, negative = inhibition, most hits filed as inhibitors; note: potency is the fitted concentration of half-maximal effect; % is set by controls: 0 for no effect and ±100 for the full control effect
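Firefly luciferase activity from engineered P. falciparum reports growth; inhibitors lower the luminescent signal. Cultures contained 2% hematocrit erythrocytes at 0.1% final parasitemia.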
Tb PYK inh: qHTS of Trypanosoma Brucei Inhibitors; TbPYK enzyme, Kinase-Glo Plus ATP luminescence, 45 min; Potency, µM (series often up to 76.8 µM), inactives show at the top dose activity, negative = inhibition, actives largely listed as inhibitors; 0.12% of 410,000 active; AID 624173, 2012; note: potency is the fitted concentration of half-maximal effect; % is set by controls: 0 for no effect and ±100 for the full control effect; nearly all actives have a fitted effect of over 50% in size
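Readout: single end-point luminescence (Kinase-Glo Plus, 10 min). Reaction conditions were TbPYK/substrate plus 130 uM ADP, 45 min at RT, pH 7.2 TEA buffer. No-enzyme wells served as controls, and data were normalized before concentration-response fitting.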
Shiga toxin inh: A qHTS for Small Molecule Inhibitors of Shiga Toxin; Vero cells, Shiga toxin protein synthesis inhibition reporter; inhibition, % at 38.7 µM; 9.2% of 290,000 active; AID 2315, 2010; in the data active = inhibition mostly above about 28%, no sharp cut-off; inactive = mostly below about 43%; note: 0% is about no effect
LmPK inhibitor: qHTS Assay for Inhibitors of Leishmania Mexicana Pyruvate Kinase (LmPK); Q27686; purified LmPK, Kinase-Glo ATP luminescence, 1 h; Potency, µM (titrated, usually from 57.5 µM), inactives show at the highest dose activity change, negative = inhibition, usual class: inhibitors; 0.37% of 290,000 active; note: potency is the fitted concentration of half-maximal effect; % is set by controls: 0 for no effect and ±100 for the full control effect
Target sequence (Q27686 whole entry, looked up): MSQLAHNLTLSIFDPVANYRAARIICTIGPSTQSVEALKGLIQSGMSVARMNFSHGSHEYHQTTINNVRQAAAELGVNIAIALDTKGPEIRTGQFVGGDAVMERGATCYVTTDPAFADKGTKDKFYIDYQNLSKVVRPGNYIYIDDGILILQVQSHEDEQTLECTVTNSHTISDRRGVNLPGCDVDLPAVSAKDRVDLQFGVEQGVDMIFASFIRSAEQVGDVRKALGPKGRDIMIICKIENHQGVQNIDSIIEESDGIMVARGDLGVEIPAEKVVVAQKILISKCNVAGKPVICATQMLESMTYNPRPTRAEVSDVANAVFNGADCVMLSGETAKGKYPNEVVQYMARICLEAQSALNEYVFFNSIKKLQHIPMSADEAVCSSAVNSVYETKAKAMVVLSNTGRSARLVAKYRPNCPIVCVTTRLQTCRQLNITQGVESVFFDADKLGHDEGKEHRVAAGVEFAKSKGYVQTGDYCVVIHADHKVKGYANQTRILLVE
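qHTS format; LmPK 0.1 nM; substrates PEP 0.5 mM and ADP 0.1 mM. One-hour room-temperature incubation, then coupled luciferase luminescence; 0.5 nM enzyme wells mark activation.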
AMA1-RON2 inh: qHTS for Inhibitors of AMA1-RON; Towards Development of Antimalarial Drug Lead: Primary Screen | Plasmodium falciparum AMA1 (3D7) - RON2 peptide interaction | AlphaScreen AMA1-biotinylated RON2 peptide binding | Potency, µM (doses to about 58.2 µM), inactives show top-dose activity change, negative = inhibition, most hits filed as inhibitors | 0.2% of 360,000 active;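 note: potency is the fitted concentration of half-maximal effect; 0% = vehicle wells and -100% = peptide control; nearly all actives have a fitted effect of over 45% in size; some results filed as inactive show a strong effect at the top dose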
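AMA1 (3D7) with his tag at 25 nM final met compounds first, then biotinylated RON2 peptide at 25 nM; detection used donor plus acceptor beads, 10 µg/mL apiece, read by AlphaScreen after 30 min at room temperature.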
Cycloheximide cs: Cycloheximide Counterscreen for Small Molecule Inhibitors of Shiga Toxin. max response, %. AID 2314, 2010. 12% of 300,000 active. cell reporter, cycloheximide protein synthesis inhibition counterscreen; in the data active = max response mostly above about 13%, no sharp cut-off; inactive = mostly below about 14%; note: read at 38.3 µM for the half of the compounds with a filed dose; 0% is about no effect
* marks the source's active call; other numbers are inactive results; ? = inconclusive; . = not tested or not shown; [ ] = another dose, or the depositor's remark. Unless noted, calls come from the whole dose curve; as a rule, active = well fitted curve in the direction sought with a large enough effect; inconclusive = small, poorly fitted or top-dose-only effect, or another doubt; inactive = no such curve, though single readings can be large; an effect the other way counts as inactive or inconclusive.

SMILES	Pf growth 96h	Pf growth 48h	Tb PYK inh	Shiga toxin inh	LmPK inhibitor	AMA1-RON2 inh	Cycloheximide cs
NC(=O)c1c(NC(=O)C(=O)NCCCN2CCOCC2)sc2c1CCCC2	?	?	-13.3%	-2.8	10.8%	102.0%[activator]	-1.8
CCOc1cc2[nH]c(=S)n(CCC(=O)N3CCc4ccccc4C3)c(=O)c2cc1OCC	9.28µM*	?	.	-7.3	4.2%	-0.6%	-3.2
Cc1cccc(-c2nc(C#N)c(N3CCCCC3)o2)c1	72.2%[activator]	97.9%[activator]	7.3%	37.3*	-1.8%	-29.9%	27.4*
CCn1c(SCC(=O)OC)nc2cc(S(=O)(=O)N3CCOCC3)ccc21	-10.0%	-13.8%	-0.1%	.	.	-5.0%	.
O=C(NCCCN1CCOCC1)c1cc(-c2cccs2)on1	.	39.1%[activator]	2.1%	160.3*	2.9%	0.0%	41.8*
Cc1ccc2nc(NC(=O)C3CCN(S(=O)(=O)c4cccnc4)CC3)sc2c1	66.2%[activator]	.	-0.9%	45.2	8.2%	-5.6%	-1.5
COc1cccc(CN(C)C(=O)c2ccc(S(=O)(=O)Nc3ccccc3F)cc2)c1OC	-9.5%	?	1.0%	.	.	-9.4%	.
Cc1ccc(Cn2ccc(NC(=O)c3cc(-c4ccco4)on3)n2)cc1	18.7%	10.4µM*	0.9%	14.2	-0.4%	-1.7%	13.6
CCc1ccc(NC(=O)N2CCN(c3ccccc3)CC2)cc1	0.0%	?	0.2%	20.1	-1.8%	-15.9%	12.0
CN1CCN(S(=O)(=O)c2ccc(Cl)s2)CC1	-5.5%	29.3%	-1.7%	-14.7	-4.1%	9.5%	1.6
CC(=O)Nc1ccc(S(=O)(=O)CCC#N)cc1	?	30.6%[activator]	-4.2%	4.1	-9.6%	-1.5%	4.2
CCCC(=O)OC(C(Cl)(Cl)Cl)P(=O)(OC)OC (configuration not stated)	-19.0%	-23.9%	7.2%	.	.	.	.
CCN(CC(=O)Nc1c(F)cccc1F)C(=O)c1cc(S(=O)(=O)N(CC)CC)ccc1N1CCCCC1	?	?	2.7%	-2.9	-3.4%	4.0%	-0.6
O=C(Nc1cccnc1)c1ccc(N2CCCC2)c([N+](=O)[O-])c1	-18.0%	-7.4%	0.9%	47.5	1.3%	-12.1%	28.7*
CCN(CC(=O)NCc1cccs1)C(=O)CCc1c[nH]c2ccccc12	?	-3.9%	1.3%	3.7	-9.6%	-13.8%	5.9
COc1cc(/C=C2\SC(=S)N(NS(=O)(=O)c3ccccc3)C2=O)cc(OC)c1OC	4.5%	9.28µM*	-7.4%	28.2	7.6%	-7.8%	-1.3
COc1cc2c(C(=O)NCc3ccccn3)cn(CC(C)C)c(=O)c2cc1OC	13.1µM*	-8.6%	2.6%	-5.8	-0.9%	32.7%[activator]	-4.8
Cc1oc(-c2ccccc2Cl)nc1CN(C)C(C)c1ccon1 (configuration not stated)	?	2.1%	0.7%	36.4	0.2%	-4.4%	7.4
Cc1ccc(N2C(=O)CC(Sc3ccccc3C(=O)O)C2=O)c([N+](=O)[O-])c1 (configuration not stated)	?	-4.1%	-8.8%	-1.8	6.0%	-6.2%	0.1
CCc1ccc(Nc2ccc(C(N)=O)cc2[N+](=O)[O-])cc1	5.5%	15.5%	-14.8%	0.0	-2.7%	0.0%	1.4
Cn1c(COc2ccc(C(=O)O)cc2)nc2ccccc21	?	-1.6%	0.1%	-5.8	-10.1%	-10.4%	-5.1
Cc1cc(OCC(=O)N(C)C)c2c(-c3ccccc3)cc(=O)oc2c1	10.4µM*	.	-4.2%	-13.0	0.4%	-4.7%	-4.0
CCOc1ccc(S(=O)(=O)NCc2ccccn2)cc1NC(=O)c1ccccc1	?	-24.6%	-12.6%	.	.	49.5%[activator]	.
O=C1c2ccccc2NC(c2ccc(O)cc2)N1/N=C/c1ccc(O)cc1 (configuration not stated)	2.7%	40.4%[activator]	4.1%	43.4*	1.0%	2.3%	18.6*
Nc1nnc(SCC(=O)OCC(=O)NC23CC4CC(CC(C4)C2)C3)s1	-1.8%	13.1µM*	0.0%	4.9	-2.6%	20.6%	-0.7

Sorted by molecular weight (highest first): 3 of the compounds above.
SMILES	Pf growth 96h	Pf growth 48h	Tb PYK inh	Shiga toxin inh	LmPK inhibitor	AMA1-RON2 inh	Cycloheximide cs
Cc1cc(OCC(=O)N(C)C)c2c(-c3ccccc3)cc(=O)oc2c1	10.4µM*	.	-4.2%	-13.0	0.4%	-4.7%	-4.0
O=C(NCCCN1CCOCC1)c1cc(-c2cccs2)on1	.	39.1%[activator]	2.1%	160.3*	2.9%	0.0%	41.8*
CCc1ccc(NC(=O)N2CCN(c3ccccc3)CC2)cc1	0.0%	?	0.2%	20.1	-1.8%	-15.9%	12.0

Molecules from the list above that have fluorine, in the order listed:
SMILES	Pf growth 96h	Pf growth 48h	Tb PYK inh	Shiga toxin inh	LmPK inhibitor	AMA1-RON2 inh	Cycloheximide cs
COc1cccc(CN(C)C(=O)c2ccc(S(=O)(=O)Nc3ccccc3F)cc2)c1OC	-9.5%	?	1.0%	.	.	-9.4%	.
CCN(CC(=O)Nc1c(F)cccc1F)C(=O)c1cc(S(=O)(=O)N(CC)CC)ccc1N1CCCCC1	?	?	2.7%	-2.9	-3.4%	4.0%	-0.6

(cont.)
SMILES	Pf growth 96h	Pf growth 48h	Tb PYK inh	Shiga toxin inh	LmPK inhibitor	AMA1-RON2 inh	Cycloheximide cs
CCCSc1nc(C)cc(=O)[nH]1	9.2%	2.2%	-3.0%	13.3	-3.0%	4.0%	-1.7
O=C(CSc1ncn[nH]1)N1N=C2/C(=C/c3ccco3)CCCC2C1c1ccco1 (configuration not stated)	.	11.7µM*	-1.2%	-5.7	-4.2%	-1.9%	-1.1
C/C(=N\Nc1ccc(C)c(Cl)c1)c1ccncc1	?	?	-0.1%	39.3	0.1%	10.8%	29.9*
COc1ccc(C(=O)NC(C)C2CC3CCC2C3)cc1 (configuration not stated)	?	7.2%	-4.2%	14.6	0.9%	0.0%	10.9*
O=C(N/N=C/c1ccncc1)c1cccc(NC(=O)c2ccccc2Cl)c1	-26.0%	?	-0.1%	-3.7	-3.9%	18.2%	-0.8
CCc1ccc(-c2nc(CCl)cs2)cc1	166.7%[activator]	178.0%[activator]	7.5%	90.0*	?	3.1%	36.8*
O=C(COC(=O)c1cc(S(=O)(=O)N2CCCCC2)ccc1N1CCOCC1)NC1CCS(=O)(=O)C1 (configuration not stated)	-9.6%	?	-3.3%	-8.4	5.1%	-15.4%	1.1
CC1CCCCN1CCCNC(=O)C1CCCN(c2ncnc3c2nc2n3CCCCC2)C1 (configuration not stated)	?	?	-1.4%	-11.3	-0.7%	1.0%	-1.3
Cc1ccsc1C(=O)Nc1nccs1	35.1%[activator]	58.1%[activator]	-4.2%	60.3*	?	48.6%[activator]	16.3*
CCN(CC)S(=O)(=O)c1cccc(C(=O)OCc2cc(=O)n3nc(C)sc3n2)c1	5.22µM*	-23.6%	0.7%	-17.1	1.4%	10.6%	-3.8
CCc1ccc(OCC(=O)Nc2ccc(-c3nc4ccccc4o3)c(O)c2)cc1	?	50.6%[activator]	-2.8%	40.2	3.1%	15.6%	8.7
O=S(=O)(NCCCCCNS(=O)(=O)c1c(F)cccc1F)c1ccc2c(c1)OCCO2	?	5.5%	2.2%	-5.6	.	.	6.4
CCC(c1nnnn1Cc1ccco1)N(Cc1cc2cc(C)cc(C)c2[nH]c1=O)CC1CCCO1 (configuration not stated)	24.5%	?	?	29.2	3.5%	7.6%	4.2
Cc1cc(C(=O)N2CCc3ccccc3C2)on1	?	47.2%[activator]	-1.5%	-2.0	-4.4%	-2.6%	-0.9
COc1cc2cc(CN(Cc3cccs3)C(=S)Nc3ccccc3)c(=O)[nH]c2cc1OC	-0.9%	11.7µM*	-2.8%	-9.7	0.4%	7.0%[11.6 µM]	-0.8
CCCc1nc2ccccc2[nH]1	?	.	4.8%	22.8	-5.0%	-20.6%	-2.1
O=S(=O)(NCc1ccc2c(c1)OCO2)c1cccc(F)c1	0.0%	91.4%[activator]	-6.4%	4.2	-1.4%	1.8%	-1.9
CC(C(=O)O)n1nnc2ccccc21 (configuration not stated)	58.4%[activator]	32.9%[activator]	-3.8%	10.9	-18.5%	-11.2%	-2.3
COC(=O)C1=C(c2ccc(-c3ccccc3)c(F)c2)C[C@@H]2CC[C@H]1N2C(=O)N1CCOCC1	?	?	-6.1%	.	.	-2.2%	.
CCOC(=O)c1nn(-c2ccc(F)cc2)c(=O)cc1OCC(=O)Nc1cccc(C)c1	65.8%[activator]	34.3%[activator]	1.2%	.	.	-11.1%	.
COC(=O)N/N=C/c1cn(Cc2ccccc2Cl)c2ccccc12	-15.5%	-18.5%	-12.3%	-16.5	3.8%	-4.4%	-3.0
CCOc1ccc(S(=O)(=O)N2CCN=C2Cc2ccccc2)cc1C	22.5%	3.8%	-7.9%	-2.5	-9.2%	-13.0%	-7.2
NC1CCCCC1N=Cc1c(O)n(Cc2ccc(F)cc2)c(=O)[nH]c1=O (configuration not stated)	?	?	-7.6%	12.0	-11.2%	126.3%[activator]	-1.4
Clc1ccccc1Cc1noc(CN2CCCCC2CCc2ccccn2)n1 (configuration not stated)	11.5%	?	2.2%	-6.4	4.3%	0.9%	1.4
CC(=O)Nc1cccc(NC(=O)c2ccco2)c1	?	26.2%	.	13.7	-6.7%	-1.3%	-1.7
The results go on:
SMILES	Pf growth 96h	Pf growth 48h	Tb PYK inh	Shiga toxin inh	LmPK inhibitor	AMA1-RON2 inh	Cycloheximide cs
Cc1ccc(-n2nc(C)c(C(=O)Nc3cccc(C(=O)NC4CC4)c3)n2)c(C)c1	14.7µM*	?	5.9%	.	.	-0.5%	.
COc1ccc2cc(S(=O)(=O)N3CCOCC3)ccc2c1	.	9.4%	1.6%	-6.4	9.7%	9.0%	-3.2
CN1CCC(=O)N([C@H](CSc2ccc(Br)cc2)c2ccccc2)CC1	38.6%[activator]	35.0%[activator]	1.0%	63.5*	2.2%	6.6%	25.0*
Cc1ccccc1Nc1nc(N)nc(-c2oc3ccccc3c2C)n1	99.0%[activator]	115.9%[activator]	1.5%	121.7*	3.8%	-13.8%	64.0*
C=CCNC(=S)N(Cc1ccccc1)Cc1ccccc1	?	-9.4%	-9.7%	-27.3	2.2%	-3.6%	3.7
CC(=O)C1=C(C)Nc2ncnn2C1c1ccccc1Cl (configuration not stated)	0.522µM*	11.9%	-7.6%	-8.1	-7.6%	-1.5%	-1.4

Single values from the entries so far.
Shiga toxin inh with C=CCNC(=S)N(Cc1ccccc1)Cc1ccccc1 reads -27.3
Cycloheximide cs with CN1CCC(=O)N([C@H](CSc2ccc(Br)cc2)c2ccccc2)CC1 reads 25.0*
Pf growth 96h with Cc1ccc(-n2nc(C)c(C(=O)Nc3cccc(C(=O)NC4CC4)c3)n2)c(C)c1 reads 14.7µM*
Pf growth 48h with Cc1ccccc1Nc1nc(N)nc(-c2oc3ccccc3c2C)n1 reads 115.9%[activator]
LmPK inhibitor with COc1ccc2cc(S(=O)(=O)N3CCOCC3)ccc2c1 reads 9.7%
